XIAP antagonists – XIAP antagonists, biochemical, IAP family, fluorescence polarization (AID 1018) | hit rate 0.007% among 200,000 | XIAP BIR domain, fluorescence polarization peptide displacement; higher % means a stronger effect | displacement, % at 20 µM; hits with a dose series show IC50 in µM; in the data active = displacement above about 50%; note: a part of the inactive calls stands beside numbers as strong as those of hits
ER stress rescue – rescue of cells from ER stress-induced death, primary screen, 384-well, CSM14.1, thapsigargin, ATP luminescence (AID 1222); CSM14.1 thapsigargin-induced death rescue, ATP luminescence; higher % means a stronger effect; one-dose cellular ATP content (survival), % at 20 µM; EC50 in µM for titrated hits; 190,000 tested, under 10 active;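 active = EC50 below 50 µM in the dose-response confirmation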;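 note: death triggered by thapsigargin at about 15 µM added after 2 h compound pretreatment; cell ATP read after overnight thapsigargin exposure of roughly 18 to 22 hours; normalized against plate controls of thapsigargin alone and 5% DMSO vehicle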
PMI inhibitors – inhibitors of human PMI, primary screen, biochemical, fluorescence intensity, coupled assay (AID 1209); purified PMI enzyme, coupled fluorescence intensity; higher % means a stronger effect; inhibition, % at 20 µM; hits with a dose series show IC50 in µM; hit rate 0.42% among 190,000;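 note: plate controls were DMSO vehicle for no effect and wells lacking substrate for full effect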
TNAP activators – stimulation of alkaline phosphatase TNAP activity – biochemical, luminescent, no phosphate acceptor, uHTS, primary screen (AID 1001); purified TNAP, luminescent activation assay, no phosphate acceptor; higher activation fold means a stronger effect; activation fold at 20 µM, or EC50 in µM where a hit was titrated; hit rate 0.03% among 200,000; in the data active = activation fold from about 3, or a potency from the dose series; inactive = the rest, 99 in 100 with activation fold below about 1.6; note: many of its hits are not listed in these tables
P. falciparum M1AAP – malaria alanyl aminopeptidase activity blockers – biochemical, fluorogenic H-Leu-NHMec substrate, 1536-well (AID 1445); recombinant M1AAP, H-Leu-NHMec fluorogenic kinetic assay; higher % means a stronger effect; one-dose inhibition, % at 30 µM; IC50 in µM for titrated hits; hit rate 0.42% among 220,000;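 active = primary inhibition above the hit cutoff, then over 50% inhibition at one or more dose response concentrations, cut at about 23% in these data, passing the limit was not always enough; inconclusive = conflicting primary data, or primary hits not chosen for dose response; inactive = low primary inhibition, or under 50% at every dose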;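 note: plate controls were DMSO full reaction for no effect and no enzyme background for full effect; strong numbers were not always called active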
LYP inhibition – inhibitors of LYP phosphatase, biochemical, fluorescence intensity, uHTS (AID 1779) | one-dose inhibition, % at 11.5 µM; IC50 in µM for titrated hits | recombinant LYP phosphatase, fluorescence intensity; higher % means a stronger effect | hit rate 0.054% among 290,000;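 note: plate controls were vehicle with enzyme for no effect and no enzyme for full effect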
Myeloid diff 2 – myeloid differentiation induction. ER-HoxA9 myeloid progenitors, lysozyme-GFP differentiation, flow cytometry. calls only at 10 µM. hit rate 1% among 360,000;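 active = normalized GFP-positive differentiation at or above the plate's own cutoff, the solvent-only control mean plus 3 SD; inconclusive = no clear call, values can overlap the other calls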;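 note: cells exposed to compound for four days before flow analysis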
human PMI inhibitors – MPI inhibition at elevated mannose 6-phosphate – biochemical, fluorescence intensity, high mannose 6-phosphate, primary screen (AID 1220); recombinant PMI enzyme, coupled fluorescence intensity; higher % means a stronger effect; hit rate 0.66% among 190,000; one-dose inhibition, % at 20 µM; IC50 in µM for titrated hits
P. falciparum M17LAP – P. falciparum M17LAP inhibitors, primary screen, biochemical, fluorogenic H-Leu-NHMec substrate, 1536-well (AID 1619); recombinant M17LAP, H-Leu-NHMec fluorogenic kinetic assay; higher % means a stronger effect; one-dose inhibition, % at 30 µM; IC50 in µM for titrated hits; hit rate 0.38% among 220,000;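 active = compound inhibiting the enzyme by more than half at any dose during confirmatory dose-response retesting; inconclusive = strong single-dose inhibitors picked by rank but not retested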;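 note: plate controls were full reaction with DMSO carrier for no effect and no enzyme background for full effect; strong numbers were not always called active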
Myeloid diff 2 GFP+ MAC1+ % – further read-out of Myeloid diff 2, marked with its call; GFP+ MAC1+ double positive, %; measured here: differentiation confirmed by MAC1 staining
The depositor's hits bear a star; i = inactive; u = inconclusive; x = not tested or not shown; + = active, no number. Cut-off read from the data, not from the text of the source, unless noted: active = inhibition above about 50%; inactive = the rest.

Molecule	PMI inhibitors	ER stress rescue	human PMI inhibitors	TNAP activators	Myeloid diff 2	XIAP antagonists	P. falciparum M17LAP	Myeloid diff 2 GFP+ MAC1+ %	P. falciparum M1AAP	LYP inhibition
CCn1c(CNc2cccc(Cl)c2)nnc1SCc1ccccc1	8%	3.8%	12%	1.1	i	-2.8%	6%	2.5	-5%	-4%
CCOC(=O)Cn1nc(C(F)F)c(Br)c1C	-16%	-1.1%	-7%	1.1	i	0.0%	-3%	0.4	4%	-2%
Cc1cnc(NC(=O)Nc2ccc(Cl)cc2)s1	4%	-0.1%	4%	1.2	i	2.3%	-12%	3.1	-1%	-1%
O=C(NCc1ccccc1)C1CCCN(S(=O)(=O)c2cccc3nonc23)C1 (stereo not drawn)	4%	-3.0%	3%	1.1	i	-4.0%	-2%	1.5	34%	-4%
CCOC(=O)C(Nc1ccc2ccccc2c1)C(=O)OCC	60%*	1.0%	x	1.2	i	-0.2%	-12%	0.4	1%	2%
O=C(Nc1ccc(S(=O)(=O)NCC2CCCO2)cc1)c1ccccc1 (stereo not drawn)	10%	0.3%	12%	1	i	-0.6%	1%	0.7	1%	-12%
CC(=O)Nc1ccc(S(=O)(=O)NC2(C(F)(F)F)NC(=O)N(CC(C)C)C2=O)cc1 (stereo not drawn)	-40%	-5.7%	-22%	1	i	-5.3%	-3%	0.1	3%	-7%
COc1cccc(CNC(=O)CN2C(=O)CC(c3ccccc3)=Nc3ccccc32)c1	3%	1.3%	7%	1.1	i	-5.1%	x	1.2	x	8%
N#CC(c1cccc(Cl)c1)c1ccc2c(C(F)(F)F)cc(C(F)(F)F)nc2n1 (stereo not drawn)	25%	0.5%	12%	0.9	i	-18%	-11%	0.0	3%	2%
CN(C)CCCNc1nc(N)c([N+](=O)[O-])c(NCCO)n1	x	x	x	x	i	x	11%	0.7	10%	-3%
Cc1ccccc1-n1c(C)nnc1SCC(=O)N1CC(=O)Nc2ccccc21	-5%	x	1%	1	i	-2.5%	3%	1.8	2%	1%
COc1ccc(/C=C/C(=O)NC(=S)NNC(=O)c2cccnc2)cc1OC	-3%	-1.1%	-9%	2.7	i	-2.9%	8%	0.3	2%	3%
C[C@@]12CCC=C[C@H]1[C@H](c1ccc3ccccc3c1Br)N(Cc1ccccc1)C2=O	x	x	x	x	i	x	0%	1.1	5%	7%
Cc1cc(NC(=O)c2cc(C)on2)no1	16%	-0.7%	16%	1.1	i	-0.8%	4%	0.7	7%	-3%
O=C1Nc2cc(Cl)c(Cl)cc2N(O)N1c1ccccc1	4%	0.7%	-15%	1.1	i	-7.9%	0%	0.9	12%	-4%
C=CCNCCOc1ccc(C(C)(C)c2ccccc2)cc1	0%	-1.5%	-7%	1.1	i	0.4%	21%	0.2	6%	-8%
Clc1ccc(CON/C=N/c2ncnc3sccc23)c(Cl)c1	15%	-0.1%	8%	1.1	i	-5.6%	2%	0.6	3%	-6%
CCCC(C(=O)NC1CCCCC1)N(CC1CCCO1)C(=O)CNS(=O)(=O)c1ccc(F)cc1 (stereo not drawn)	5%	-0.8%	6%	1.1	i	-6.9%	7%	0.8	2%	-1%
CSc1ccc(Cl)c(C(=O)Nc2ccc(OCC(N)=O)cc2)c1	2%	-0.2%	-1%	1.2	i	-1.2%	3%	10	1%	-8%
COc1ccc(CSc2nnc(N)s2)cc1F	3%	-2.7%	6%	1.1	x	-7.9%	13%	x	0%	-2%
C/C(N)=C(/C#N)C(=O)COc1ncnc2ccc(Br)cc12	0%	-2.5%	7%	1.1	i	-2.0%	-10%	0.7	2%	-6%
CCN=C1SC(C(=O)Nc2cccc(OCC)c2)CC(=O)N1CC (stereo not drawn)	-7%	-0.2%	-4%	1	i	-1.1%	-1%	0.9	2%	-2%
CC(/C=C/c1ccccc1)=N\NC(=O)Cn1cncn1	x	x	x	x	i	x	14%	0.9	-3%	-4%
CCNc1ccc(Br)cc(C(=O)/C=C/c2ccc(Cl)cc2)c1=O	-8%	-4.1%	-22%	0.9	i	-4.6%	22%	1.1	11%	-1%
CCn1c(SCC(=O)Nc2cccc(NC(C)=O)c2)nnc1C(C)C	6%	-3.2%	1%	1.1	i	-1.9%	8%	0.3	4%	-7%
Cc1cc(-c2ccccc2)n[nH]1	8%	-0.6%	10%	0.5	i	-7.5%	-7%	0.3	1%	-4%
Cc1cc(C)n(-c2nc3sc4c(c3c(=O)[nH]2)CCCC4)n1	-1%	3.5%	-7%	1.1	x	-6.1%	-10%	x	-1%	-6%
CCOC(=O)C1=C(C)N(C)C(=S)N(C)C1c1ccc(OC)cc1 (stereo not drawn)	-11%	-1.9%	0%	1	i	-5.5%	-1%	0.0	4%	9%
CCc1nnc(NC(=O)c2ccc(COc3ccc(C)cc3)o2)s1	4%	2.2%	3%	1.1	i	-4.3%	9%	0.7	-2%	-2%
Cc1csc(NC(=O)CSc2nsc(SCC(=O)Nc3nc(C)cs3)c2C#N)n1	7%	-0.1%	9%	1.2	u	0.2%	5%	x	2%	-5%
Cc1ccc(NC(=O)CSc2nnc(-c3ccccn3)n2C)cc1	11%	-1.6%	12%	1.1	i	2.5%	7%	0.4	-4%	-8%
CCOCCCNC(=O)c1ccc(CS(=O)(=O)Cc2cccc(C)c2)o1	3%	0.0%	5%	1.1	i	-4.7%	-13%	6.8	-11%	-10%
CCOC(=O)c1cc2c(C)n(-c3ccc(N(C)C)cc3)c(C)c2cc(C(=O)OCC)c1=O	14%	-2.1%	37%	0.9	i	-4.1%	-5%	1.7	2%	-2%
O=S(=O)(Nc1cccc(CO)c1)c1cccs1	x	x	x	x	i	x	-8%	0.7	-3%	-6%
CN1/C(=C\C(=O)COC(=O)CN2C(=O)C3CC=CCC3C2=O)C(C)(C)c2ccccc21 (stereo not drawn)	6%	2.6%	7%	1.1	i	-1.0%	14%	0.4	10%	4%
Oc1ccccc1-c1nc(NCC2CCCO2)c2ccccc2n1 (stereo not drawn)	21%	x	23%	1	i	-3.9%	5%	0.4	22%	0%
C=CCn1cc(C(=O)NCCCOCC)c(=O)c2cc(S(=O)(=O)N(CC)CC)ccc21	12%	-0.8%	9%	1	i	-0.9%	15%	0.6	1%	-2%
CCOC(=O)C1(O)CC(C)=NN1C(=O)c1cccc(Cl)c1 (stereo not drawn)	-6%	-2.4%	-4%	1.2	i	-3.2%	-11%	0.5	2%	0%
CCCN(CCC)C(=O)C1CC(=O)OC12CCOC(C)(C)C2 (stereo not drawn)	0%	-1.9%	1%	1.1	i	-18%	5%	0.3	-2%	6%
COc1ccc(C2/C=C\CN(S(=O)(=O)c3cccc4cccnc34)CC(=O)N2Cc2ccc(F)cc2)cc1 (stereo not drawn)	x	x	x	x	i	x	-10%	3.0	5%	0%
COc1cccc(/C=N/n2c(N)nc3ccccc32)c1OC	3%	0.1%	-1%	1	i	-6.8%	2%	3.2	12%	0%
CCOc1ccc(CC(=NCCO)C2=C(O)CC(C)(C)CC2=O)cc1OCC	-3%	2.0%	4%	1.6	i	0.8%	-15%	0.5	-2%	-9%
COc1cc(NC(=O)N[C@H](C(=O)O)C(C)C)cc(OC)c1	5%	0.2%	19%	1.1	+	-0.8%	20%	29*	4%	-9%
O=[N+]([O-])c1ccc(Nc2ccc3ccccc3c2)nc1	22%	1.6%	23%	1	i	-8.4%	24%	0.3	16%	-3%
N#Cc1c(NC(=O)c2ccccc2)sc2c1CCCCC2	7%	-3.8%	8%	1	i	-18%	21%	1.1	-4%	1%
CCOC(=O)Cn1c(=O)c2c(nc(Br)n2Cc2ccccc2)n(C)c1=O	0%	0.1%	2%	1	x	-6.5%	x	x	x	-10%
Cc1ccc2nc(CSc3nnc(-c4ccncc4)n3C)cc(=O)n2c1	-45%	-0.2%	-22%	1.1	i	-4.1%	17%	1.2	5%	-6%
Brc1c(CSc2nc3ccccc3s2)nc2ncccn12	11%	1.7%	0%	1	i	-0.7%	-4%	1.2	15%	0%
Nc1nc(-c2nonc2N)no1	4%	0.3%	1%	1	i	-6.1%	-2%	0.2	-3%	-1%
CC(C)(O)C#Cc1ccc(C(=O)N2CCN(c3ccc(Cl)cc3)CC2)cc1	10%	-2.1%	16%	1.1	i	-1.8%	-9%	0.2	-2%	-6%

Complete entries as entered above. Values in the order: PMI inhibitors | ER stress rescue | human PMI inhibitors | TNAP activators | Myeloid diff 2 | XIAP antagonists | P. falciparum M17LAP | Myeloid diff 2 GFP+ MAC1+ % | P. falciparum M1AAP | LYP inhibition
Nc1nc(-c2nonc2N)no1 is listed with 4% | 0.3% | 1% | 1 | i | -6.1% | -2% | 0.2 | -3% | -1%
CCNc1ccc(Br)cc(C(=O)/C=C/c2ccc(Cl)cc2)c1=O is listed with -8% | -4.1% | -22% | 0.9 | i | -4.6% | 22% | 1.1 | 11% | -1%

Other results:
Molecule	PMI inhibitors	ER stress rescue	human PMI inhibitors	TNAP activators	Myeloid diff 2	XIAP antagonists	P. falciparum M17LAP	Myeloid diff 2 GFP+ MAC1+ %	P. falciparum M1AAP	LYP inhibition
CCOCCCNC(=O)/C(C#N)=C/c1ccc(Cl)c([N+](=O)[O-])c1	-6%	-0.7%	-5%	1	i	-3.6%	-3%	0.1	2%	-5%
COC(=O)c1c([N+](=O)[O-])c(OC)c(OC)c(OC)c1[N+](=O)[O-]	-1%	-0.4%	4%	1.1	i	-5.6%	-14%	0.6	3%	-6%
O=C(CSc1ncn[nH]1)Nc1ccc(Cl)c(S(=O)(=O)N2CCOCC2)c1	-31%	-2.3%	-27%	1.1	i	-4.6%	-2%	1.2	4%	0%
Cc1csc(SCC(=O)Nc2ccc3c(c2)OCCO3)n1	-1%	-0.6%	0%	1.1	i	-1.3%	-2%	0.3	-2%	2%
COC(=O)c1c(C)oc(C)c1S(=O)(=O)Nc1ccccc1	x	x	x	x	i	x	-2%	0.7	1%	-5%
COc1ccc(OC)c(S(=O)(=O)N2c3cc(F)ccc3CCC2C)c1 (stereo not drawn)	12%	1.5%	-2%	1.1	i	-5.3%	-1%	9.1	4%	-10%
COc1cccc(/C=N/N2C(=O)C3C4c5ccccc5C(c5ccccc54)C3C2=O)c1OC (stereo not drawn)	14%	0.7%	11%	1.2	x	1.2%	-7%	x	1%	-2%
CCC(C)NC(=O)c1cccc(C)c1 (stereo not drawn)	x	x	x	x	i	x	-1%	0.5	6%	2%
Cc1cccc(C)c1OCC(=O)N/N=C/c1cccn1C	0%	6.3%	3%	1.1	i	1.9%	1%	4.5	2%	2%
COc1cc2c(C(=O)NCc3ccc(C)o3)cn(CC(C)C)c(=O)c2cc1OC	4%	-1.0%	0%	1.1	i	-3.0%	7%	2.2	5%	-9%
CCNC(=S)N1CCn2c(nc3ccccc32)C1	3%	1.5%	44%	1.1	i	-3.7%	-8%	0.7	-3%	-7%

Screening data as filed in PubChem BioAssay.
